Assay outcomes as filed in PubChem.
FadD28 FP inh: M. tuberculosis FadD28 bisubstrate binding inhibition; inhibition, % at 12.5 µM; AID 588549; FadD28 bisubstrate probe binding, fluorescence polarization; actives 0.22% (n = 360,000); in the data active means inhibition above about 8.5%, passing the limit was not always enough; inconclusive means no clear call, values can overlap the other calls
GDH-TPI inh: inhibits GDH-TPI coupling enzymes, artifact for Mtb FBA screen. AID 588335. GDH-TPI coupled enzyme counterscreen, NADH absorbance. actives 1.2% (n = 360,000). inhibition, % at 4.8 µM; in the data active means inhibition above about 30%;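 further: 0% = DMSO wells and 100% = wells lacking the enzyme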
Mtb FBA inh: Mtb fructose-bisphosphate aldolase inhibition. P9WQA3. purified M. tuberculosis FBA, fluorescence read-out. inhibition, % at 1 µM. actives 2.3% (n = 360,000); in the data active means inhibition above about 27%;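 further: 0% = vehicle and 100% = reference inhibitor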
Target sequence (P9WQA3 whole entry, looked up): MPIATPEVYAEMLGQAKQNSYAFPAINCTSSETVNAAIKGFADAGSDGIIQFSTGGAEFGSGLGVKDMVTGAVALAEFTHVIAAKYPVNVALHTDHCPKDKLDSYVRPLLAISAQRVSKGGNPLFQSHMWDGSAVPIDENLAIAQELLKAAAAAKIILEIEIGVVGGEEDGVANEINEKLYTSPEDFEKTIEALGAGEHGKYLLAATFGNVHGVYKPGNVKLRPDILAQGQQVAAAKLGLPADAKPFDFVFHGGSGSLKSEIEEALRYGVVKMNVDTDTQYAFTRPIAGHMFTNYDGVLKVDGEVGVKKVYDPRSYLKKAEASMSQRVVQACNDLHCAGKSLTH
Mtb UGM inh: Mtb UDP-galactopyranose mutase inhibition; P9WIQ1; purified UGM, fluorescence polarization probe displacement; inhibition, % at 10 µM; actives 0.06% (n = 320,000); AID 504406; in the data active means inhibition above about 10%, passing the limit was not always enough; inconclusive means no clear call, values can overlap the other calls
Target sequence (P9WIQ1 whole entry, looked up): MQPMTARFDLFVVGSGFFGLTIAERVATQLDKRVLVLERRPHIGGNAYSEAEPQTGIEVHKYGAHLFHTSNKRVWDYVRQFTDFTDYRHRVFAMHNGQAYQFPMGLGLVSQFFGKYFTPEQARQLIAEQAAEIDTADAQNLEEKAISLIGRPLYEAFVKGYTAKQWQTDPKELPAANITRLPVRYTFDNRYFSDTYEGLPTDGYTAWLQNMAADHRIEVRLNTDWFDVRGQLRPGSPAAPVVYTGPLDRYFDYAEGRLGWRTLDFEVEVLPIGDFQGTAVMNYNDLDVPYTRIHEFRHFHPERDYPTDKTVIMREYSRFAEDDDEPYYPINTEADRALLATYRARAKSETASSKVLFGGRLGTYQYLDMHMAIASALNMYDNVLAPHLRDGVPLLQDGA
Rv3671c inh: inhibits the M. tuberculosis serine protease Rv3671c. P9WHR9. inhibition, % at 5.96 µM. actives 0.048% (n = 320,000). AID 2606; in the data active means inhibition above about 38%;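 further: extracellular domain of Rv3671c used as enzyme; 0% = enzyme with DMSO and 100% = no enzyme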
BioA inh: blocks M. tuberculosis BioA enzyme activity; purified M. tuberculosis BioA enzyme, plate reader; inhibition, % at 9.99 µM; AID 602481; actives 0.096% (n = 360,000); in the data active means inhibition above about 40%; inconclusive means no clear call, values can overlap the other calls
MazEF act: activators of E. coli MazEF toxin-antitoxin RNase. P0AE70. FAM/BHQ RNA-DNA oligo cleavage fluorescence, 5 h. activation, % at 20 µM. actives 0.32% (n = 350,000); in the data active means activation above about 50%
Target sequence (P0AE70 whole entry, looked up): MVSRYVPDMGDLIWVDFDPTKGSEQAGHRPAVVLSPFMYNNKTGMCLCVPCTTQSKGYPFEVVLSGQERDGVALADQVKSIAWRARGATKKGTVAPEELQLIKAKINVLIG
BoNT-F LC inh: blocks Botulinum neurotoxin F light chain protease. actives 0.22% (n = 360,000). Multiplex microsphere protease cleavage assay, flow cytometry. AID 588497. inhibition, % at 10 µM; in the data active means inhibition above about 35%, passing the limit was not always enough; inconclusive means no clear call, values can overlap the other calls; further: plate controls were buffer without enzyme for full effect and enzyme alone for no effect
PrPC TRFRET: reduces human prion protein on the cell surface | cell surface PrPC, TR-FRET read-out | inhibition, % at 13.8 µM | actives 0.43% (n = 370,000) | AID 720596; in the data active means inhibition above about 24%; further: 0% = median of the test wells and 100% = reference compound wells
Numbers without * were called inactive; ? = inconclusive; · = no result given; + = active, no number; & = joins results of further samples. Not a hit list. Share with any hit: about 4.8%.

molecule	FadD28 FP inh	GDH-TPI inh	Mtb FBA inh	Mtb UGM inh	Rv3671c inh	BioA inh	MazEF act	BoNT-F LC inh	PrPC TRFRET
COc1cc(CC(=O)OCC(=O)NC2CCCCCC2)cc(OC)c1OC	0.9	9	2	1.5	-9	-0.7	12	0	0
Cn1nnc2cc(C(=O)NC3CCCCC3)ccc21	0.8	-4	2	2.8	-5	14	9	31	-2
CC(C)CCNCC(=O)NC(c1ccccc1)c1ccccc1	-2.1	13	-1	-0.4	4	-0.8	-1	-2	0
CC(=O)N/C(=C\c1ccccc1)C(=O)OCC(=O)N(CC(C)C)c1c(N)n(Cc2ccccc2)c(=O)[nH]c1=O	-0.4	1	6	-0.9	-3	·	7	3	-9
COC(=O)C1CCCN1C(=O)C12CC3CC(CC(C3)C1)C2 (stereo not given)	-0.2	15	-1	0.9	-8	-0.7	7	-18	1
O=C(Cc1ccc(Cl)cc1)NNC(=S)NC(=O)c1cccs1	-3.8	-9	1	3.9	9	·	5	?	6
CCOC(=O)N1CCN(C(=O)CSc2nnc(COc3ccc(Cl)cc3)o2)CC1	-1.0	0	1	2.7	1	0.8	6	-5	5
Cc1ccc(NC(=O)CNC(=O)c2ccc(Br)o2)nc1	-1.9	4	1	0.2	-4	0.6	3	-13	4
CC(C)c1ccccc1NC(=O)COC(=O)c1cccnc1	0.0	-1	-1	-1.7	4	-2.5	-6	3	2
O=C1C2C3CCCC3=C3CCCC3C2C(=O)N1c1ccc(Cl)cc1 (stereo not given)	-3.4	-4	0	2.3	5	0.4	9	9	-6
CN1C(=O)C2(OCC(COc3ccc(Cl)cc3)O2)c2ccccc21 (stereo not given)	-5.5	6	3	-1.1	-12	0.6	5	-15	0
O=C(OCc1ccc(Br)cc1)c1cccnc1Cl	-3.4	-3	-2	-1.2	4	3.1	4	-14	-2
O=C(C1CCCCN1S(=O)(=O)c1ccc(F)cc1)N1CCN(c2ccccc2F)CC1 (stereo not given)	-0.3	2	3	-0.4	4	-0.5	8	-6	0
COc1ccc(N2CCN(C(=O)CCS(=O)(=O)c3ccc4c(c3)NC(=O)C(C)S4)CC2)cc1 (stereo not given)	-1.5	-7	-4	1.3	-4	-2.0	-9	-4	3
Cc1ccc(S(=O)(=O)N2CCCCC2)cc1NC(=O)C1CC(=O)N(Cc2ccccc2)C1 (stereo not given)	-4.5	7	-1	-1.7	-1	·	1	6	11
O=C(N/C(=C\c1ccc(O)cc1)C(=O)N1CCCCC1)c1ccccc1	0.2	10	1	0.0	-4	-2.6	3	?	6

Record cards, as listed above:
Record of `O=C1C2C3CCCC3=C3CCCC3C2C(=O)N1c1ccc(Cl)cc1` (stereo not given) : FadD28 FP inh = -3.4; GDH-TPI inh = -4; Mtb FBA inh = 0; Mtb UGM inh = 2.3; Rv3671c inh = 5; BioA inh = 0.4; MazEF act = 9; BoNT-F LC inh = 9; PrPC TRFRET = -6
Record of `CN1C(=O)C2(OCC(COc3ccc(Cl)cc3)O2)c2ccccc21` (stereo not given) : FadD28 FP inh = -5.5; GDH-TPI inh = 6; Mtb FBA inh = 3; Mtb UGM inh = -1.1; Rv3671c inh = -12; BioA inh = 0.6; MazEF act = 5; BoNT-F LC inh = -15; PrPC TRFRET = 0

The list continues:
molecule	FadD28 FP inh	GDH-TPI inh	Mtb FBA inh	Mtb UGM inh	Rv3671c inh	BioA inh	MazEF act	BoNT-F LC inh	PrPC TRFRET
Cc1cccc(C)c1-n1nnnc1C(CCc1ccccc1)N1CCC(n2c(=O)[nH]c3ccccc32)CC1 (stereo not given)	-5.5	·	-3	·	·	-1.7	·	-9	-9
C[C@H](CO)N1C[C@H](C)[C@@H](CN(C)S(=O)(=O)c2cccs2)Oc2ccc(NC(=O)Nc3ccccc3)cc2C1=O	-0.5	0	1	2.6	-18	0.6	-6	-4	9
COc1ccc(CN2CCCC(C(=O)c3cccc(Cl)c3)C2)cc1 (stereo not given)	0.0	22	4	1.5	3	-6.8	-23	?	-7
COc1ccc(CNC(=O)C2CCC(CNS(=O)(=O)c3ccc(C)cc3)CC2)cc1 (stereo not given)	0.8	5	0	0.5	-6	-1.9	2	13	5
c1ccc(N2CCN(Cc3cnc(N4CCOCC4)s3)CC2)cc1	-1.2	3	3	-0.2	-3	-3.5	-2	6	11
O=C(Nc1ccc2c(c1)OCCO2)C(CCc1ccccc1)N1CCN(c2ccc(F)cc2)CC1 (stereo not given)	-0.7	·	1	·	·	-1.5	·	-8	5
O=C(Cn1nnc2ccccc21)N/N=C/c1ccco1	0.4	1	0	0.2	1	·	0	0	-6
Cc1ccc(NC(=O)c2cncc(Br)c2)c([N+](=O)[O-])c1	-2.1	12	-2	1.4	-7	-0.9	0	3	-7
Clc1cccc(-c2ccc3nccn3c2)c1Cl	-3.5	9	1	·	·	2.6	·	-5	-4
COc1ccc(S(=O)(=O)NCCc2nnc3ccc(SCC(=O)Nc4cc(C)on4)nn23)cc1	1.8	4	2	0.1	-7	·	0	1	6
COc1cccc(C2CC(c3cccs3)=NN2C(=O)CCC(=O)O)c1OC (stereo not given)	-3.2	22	5	-3.6	-3	-0.5	7	2	-1
O=C(COc1cc(F)ccc1[N+](=O)[O-])NCCN1C(=O)CSC1=O	-1.4	10	2	-0.5	-3	-0.4	6	1	-9
COc1ccc(-c2cc(C(F)(F)F)c(C#N)c(=O)[nH]2)cc1	-8.0	25	+	1.7	4	2.7	-4	-2	1
C/C(=N/NC(=O)c1ccccn1)c1c[nH]c2ccccc12	-0.1	15	2	-2.4	4	0.5	8	-11	2
CCOc1ccc(CNC(=S)N/N=C\c2ccc([N+](=O)[O-])cc2)cc1	-2.8	4	-2	-1.5	-4	·	1	-8	-4
COc1cnn(C(C)(C)C)c(=O)c1Cl	-3.4	-10	-2	0.2	4	·	-3	6	-4
O=C(Nc1ccc(C(=O)N2CCCC2)cc1)C1CCCC1	-4.3	-7	-2	·	·	-0.4	8	2	-4
C/C(CC(=O)Nc1cccc(F)c1)=N\NC(=O)C(=O)NC1CCCCC1	-1.2	-5	0	1.3	-6	·	1	-2	-7
COc1ccccc1[C@H]1C(c2ccc(F)cc2)=NN(c2ccccc2)[C@@H]1CO	-0.2	16	44*	·	·	-0.1	-1	-4	4
CCOCCCN(Cc1ccco1)C(=O)c1cc2c(=O)[nH]c3ccc(C)cc3c2s1	-3.8	21	32*	2.4	-5	-2.2	10	-8	-6
Cc1c(N=Cc2cccnc2)c(=O)n(-c2ccccc2)n1C	-4.3	16	-1	0.4	-7	1.6	0	-4	5
COc1ccccc1NC(=O)c1ccc(N)cc1	-0.2	0	4	1.2	5	-2.2	1	-18	0
COc1cc(OC)c(C2NC(=O)CCC2[N+](=O)[O-])cc1OC (stereo not given)	-2.5	-8	1	2.5	-1	0.0	6	4	7
CCOC(=O)c1cc2sccc2n1CC(=O)Nc1ccc(OC)cc1	-1.1	6	-1	1.7	-4	1.7	7	-6	11
O=C(O)C1CC=CCC1C(=O)Nc1ccc(S(=O)(=O)N2CCCc3ccccc32)cc1 (stereo not given)	-1.8	0	0	2.8	-7	0.2	1	5	6
O=S1(=O)CC/C(=N\O)c2ccccc21	-2.0	9	-1	0.8	9	-2.0	-2	-6	7
Fc1ccc(Nc2nc(N/N=C/c3ccco3)nc(N3CCCCC3)n2)cc1	-5.6	8	1	0.5	-6	·	8	-2	0
CCc1ccc(C(=O)Nn2c(C)nc3ccccc3c2=O)cc1	-1.1	2	1	1.6	3	2.9	-5	-4	13
O=C(O)CCCN1C(=O)c2ccc(C(=O)c3cccc([N+](=O)[O-])c3)cc2C1=O	1.2	7	0	2.7	-3	-0.7	-4	-6	-14
OC(CNc1ccccc1)COc1ccc(OCC(O)CNc2ccccc2)cc1 (stereo not given)	-0.8	9	3	2.7	13	-1.7	-12	-14	7
C[C@@H]1CN([C@@H](C)CO)C(=O)CCCn2nncc2CO[C@H]1CN(C)C(=O)c1ccc(N2CCN(C)CC2)cc1	1.3	14	0	·	·	-1.7&-4.1&-1.5	-6	2	-6
CSc1nc(-c2ccco2)nn1C(=O)c1ccccc1Cl	-1.0	16	4	·	·	-2.0	0	0	8
Cc1ccccc1/C=N\NC(=O)c1ccccc1-n1cccc1	-0.1	4	0	1.9	-2	3.1	11	-7	-1
CC(C)COC(=O)C1C(=O)CC(C)(O)C(C(=O)OCC(C)C)C1c1cccnc1 (stereo not given)	-3.3	-8	1	-3.2	-3	-0.4&-1.2	2	1	-2
C=CCN1C(=O)c2ccc(C(=O)N(CCOC)c3c(N)n(CCCC)c(=O)[nH]c3=O)cc2C1=O	-3.5	-1	1	-1.6	2	-0.3	7	-2	-4
COC(=O)CC1COc2ccccc2N1S(=O)(=O)c1ccc(Br)cc1 (stereo not given)	-4.8	0	2	-0.8	-2	-0.5	1	4	1
CC(C)c1ccc(NC2CCCN(C(=O)CCCn3cncn3)C2)cc1 (stereo not given)	-1.3	4	-2	-0.9	1	-1.0	4	-2	2
CC1=C(C(=O)N(C)C)CC(CC(=O)NC(c2ccccc2)c2ccccc2)C(=O)N1Cc1ccc(F)cc1 (stereo not given)	-2.0	10	1	·	·	1.0	-1	-1	-4
Cc1cc(C(=O)Cn2c(CO)nc3ccccc32)c(C)n1C	-4.1	-11	-1	8.9	-3	-0.6	8	-11	2
COc1c(O)c(=O)n2c3ccccc3c3ccnc1c32	0.5	4	-3	-4.7	1	-0.3	1	-3	-16
O=C1OC(c2ccccc2)(c2ccccc2)c2ccsc21	-7.5	-4	-1	·	·	0.3	4	-5	2
CCOc1ccc(NC(=O)COC(=O)CNC(=O)c2ccc(-c3ccccc3)cc2)cc1	-0.3	-1	0	3.2	-1	-1.1	-16	1	-4
Cc1ccc(CNC(=O)CN2CCN(Cc3ccc(Cl)cc3)C2=O)cc1	-2.7	-2	4	-1.3	-1	-2.0	-3	-6	4
COC(=O)CCC(=O)N1CCOCCOCCOCC1	-3.4	-5	0	0.5	-14	·	-2	-1	0
CCOC(=O)c1sc2ncn(C(CC)C(=O)OCC)c(=O)c2c1C (stereo not given)	-2.2	10	-3	0.4	2	-0.4	0	-8	-1
O=C(O)c1cc(-c2ccc3c(c2)OCCO3)n[nH]1	-2.6	-3	-1	3.0	0	-0.7	6	-4	7
c1ccc(-c2noc(-c3cccnc3)n2)cc1	1.1	11	0	1.2	-2	-0.9	4	3	0
C=C[C@]1(C)C[C@H]1[C@H](NP(=O)(c1ccccc1)c1ccccc1)c1ccccc1	-1.2	11	6	-0.3	7	-0.4	-1	2	4
CC(C)N1CCN(Cc2ccc(-c3ccccc3)cc2)CC1CCO (stereo not given)	-2.8	-11	-5	2.9	-12	-0.6	13	?	1
COc1ccc(-n2nc3c(c2NC(=O)C2CC2)CS(=O)(=O)C3)cc1	-2.3	-15	-2	-1.7	-3	-2.4	0	1	-5
CN(C)CCCNS(=O)(=O)c1cc(Cl)c(Cl)cc1Cl	-2.9	-7	2	0.2	-2	·	6	?	-8
CSC1=NCCN1C(=O)Cc1cccs1	-1.2	0	-1	-0.6	2	-0.9	7	-18	3
O=C(NC1=NCCS1)c1cc(-c2cccc(Br)c2)nc2ccccc12	-13	8	1	-2.2	-21	·	-5	-15	-2
CC(=O)Nc1c(C(=O)c2ccccc2)oc2ccccc12	-0.9	19	5	-0.2	2	-1.2	2	6	-13
CCNC(=O)CC1C(=O)N(c2ccc(F)cc2)C(=S)N1CCc1ccncc1 (stereo not given)	-1.6	4	2	-0.9	1	·	7	-10	4
CC1CCN(C(=O)c2cc3c(ccc4ccccc43)o2)CC1	-2.3	5	0	-0.5	-12	0.0	-2	?	4
CC(=O)Nc1ccc(/C=C/c2nc3ccccc3o2)cc1	-4.3	22	6	-0.8	-16	-1.0	3	-6	-5
